Pol kappa inh: DNA polymerase kappa (human) inhibition | Q9UBT6 | purified Pol kappa, fluorescent DNA synthesis assay, 10 min | Potency, µM (top dose mostly 107 µM), for the others: at the top dose activity, negative = inhibition, usual class: inhibitors | actives 0.53% (n = 400,000); note: potency is the fitted concentration of half-maximal effect; % is set by controls: 0 for no effect and ±100 for the full control effect
Target sequence (Q9UBT6 whole entry, looked up): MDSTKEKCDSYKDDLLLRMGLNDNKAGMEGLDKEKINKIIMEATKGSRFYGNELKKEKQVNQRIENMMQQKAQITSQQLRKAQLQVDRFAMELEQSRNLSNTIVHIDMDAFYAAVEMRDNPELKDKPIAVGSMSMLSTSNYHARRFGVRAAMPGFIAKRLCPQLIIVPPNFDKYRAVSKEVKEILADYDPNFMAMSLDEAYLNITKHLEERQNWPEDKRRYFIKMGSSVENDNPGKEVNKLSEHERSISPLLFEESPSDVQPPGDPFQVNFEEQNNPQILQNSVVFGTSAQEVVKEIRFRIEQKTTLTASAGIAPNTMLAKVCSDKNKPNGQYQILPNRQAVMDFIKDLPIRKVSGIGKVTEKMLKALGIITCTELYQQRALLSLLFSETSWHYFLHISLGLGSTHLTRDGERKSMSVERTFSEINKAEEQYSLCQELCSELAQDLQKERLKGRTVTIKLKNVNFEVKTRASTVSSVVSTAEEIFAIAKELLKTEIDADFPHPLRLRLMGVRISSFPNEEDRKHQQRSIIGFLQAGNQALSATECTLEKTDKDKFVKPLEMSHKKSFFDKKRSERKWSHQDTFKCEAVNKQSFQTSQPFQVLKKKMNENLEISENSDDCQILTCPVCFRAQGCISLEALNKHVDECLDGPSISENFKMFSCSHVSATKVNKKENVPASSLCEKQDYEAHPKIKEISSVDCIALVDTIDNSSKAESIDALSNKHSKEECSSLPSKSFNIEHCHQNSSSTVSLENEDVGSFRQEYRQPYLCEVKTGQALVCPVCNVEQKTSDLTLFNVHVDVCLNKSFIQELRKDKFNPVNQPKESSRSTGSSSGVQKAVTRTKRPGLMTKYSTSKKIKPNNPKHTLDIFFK
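Enzyme at 10 nM met test compounds for 15 min at room temperature. Substrate addition (50 nM final) began the reaction, which was monitored by fluorescence at 0 and 10 min.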
Apoferritin bind: binds horse apoferritin like a general anesthetic. P02791. apoferritin/1-aminoanthracene competitive binding, fluorescence. Potency, µM (highest dose often 77.5 µM), for the others: at the top dose activity change, negative = displacement, actives largely listed as inhibitors. actives 0.074% (n = 350,000). AID 485281; note: potency is the fitted concentration of half-maximal effect; % is set by controls: 0 for no effect and ±100 for the full control effect; nearly all actives have a fitted effect of over 20% in size
Target sequence (P02791 2-175 limits assumed): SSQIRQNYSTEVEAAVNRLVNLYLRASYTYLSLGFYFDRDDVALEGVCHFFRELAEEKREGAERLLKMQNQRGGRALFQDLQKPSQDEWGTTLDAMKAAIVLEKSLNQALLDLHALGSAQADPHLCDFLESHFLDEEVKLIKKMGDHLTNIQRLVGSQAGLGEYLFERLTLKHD
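In PBS, apoferritin at 10 uM is loaded with 1-AMA from a 50% saturated solution. After 10 min of compound exposure at ambient temperature, reduced 535 nm fluorescence indicates probe displacement.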
POLH inh: blocks human DNA polymerase eta activity | Q9Y253 | recombinant Pol eta, fluorescent DNA replication assay | Potency, µM (series often up to 114 µM), for inactives: at the highest dose activity change, negative = inhibition, usual class: inhibitors | actives 1.2% (n = 390,000) | AID 588591; note: potency is the fitted concentration of half-maximal effect; % is set by controls: 0 for no effect and ±100 for the full control effect
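Pol eta at 10 nM preincubated with compounds 15 min at room temperature; reaction started with fluorescent substrate (50 nM final) and read kinetically at 0 and 10 min.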
BLM inh: inhibitors of human Bloom syndrome helicase BLM. actives 0.2% (n = 350,000). Potency, µM (doses to about 56.1 µM), for inactives: at the highest dose activity change, negative = inhibition, actives largely listed as inhibitors. AID 2528. recombinant BLM DNA unwinding, fluorescence dequenching. P54132;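 note: potency is the fitted concentration of half-maximal effect; plate controls were vehicle for no effect and no enzyme for full effect; nearly all actives have a fitted effect of over 35% in size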
Pol beta inh: DNA polymerase beta (human) inhibition; P06746; Pol beta primer extension/strand displacement, fluorescence kinetic; Potency, µM (titrated, usually from 114 µM), inactives show at the top dose activity change, negative = inhibition, most hits filed as inhibitors; actives 1.3% (n = 340,000); note: potency is the fitted concentration of half-maximal effect; % is set by controls: 0 for no effect and ±100 for the full control effect
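Human Pol beta at 10 nM; strand-displacement substrate 50 nM final. Compound exposure 15 min at room temperature before start, reaction 10 min at room temperature.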
Glioma ERSR ind: ER stress response induction in glioma; U87-MG GRP78 promoter luciferase reporter, 16 h; Potency, µM, for the others: at the top dose activation, most hits filed as activators; actives 0.02% (n = 420,000); AID 602332; note: potency is the fitted concentration of half-maximal effect; series mostly up to about 76 µM; % of control where 0% means no effect; nearly all actives have a fitted effect of over 35% in size
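Stably transfected U87-MG glioma cells carrying a GRP78-based luciferase sensor; 16 h compound incubation. Luminescence end-point read 10 min after Bright-Glo addition at room temperature.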
Pol iota inh: blocks human DNA polymerase iota activity; Q9UNA4; Pol iota fluorescent replication assay, 10 min; Potency, µM (titrated, usually from 115 µM), without a hit: at the top dose activity, negative = inhibition, hits mostly inhibitors; actives 1% (n = 390,000); note: potency is the fitted concentration of half-maximal effect
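Pol iota at 10 nM preincubated 15 min with compounds at room temperature; reaction started with fluorescent substrate, 50 nM final. Fluorescence read kinetically at 0 and 10 min; buffer-only wells as negative control.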
LDHA block: LDHA (human) enzyme inhibition | actives 0.15% (n = 480,000) | AID 1347041 | P00338 | purified LDHA, NADH/diaphorase-resazurin fluorescence; stronger effect = lower value | activity change, % (values are at about 110 or 230 µM); in the data active = activity change below about -30%; inconclusive = mostly about -25% to -30%;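 note: plate controls were DMSO wells for no effect and wells without enzyme for full effect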
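Human LDH5 at 2 nM final in Tris HCl pH 7.4 with 0.06 mM NADH and 0.2 mM pyruvate, reacted 5 minutes at room temperature. Remaining NADH coupled via diaphorase/resazurin; resorufin fluorescence read at 0 and 20 minutes, normalized to enzyme-free and DMSO wells.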
APEX1 inh: inhibitors of human APE1 endonuclease; P27695; recombinant APE1, TAMRA/BHQ-2 abasic DNA cleavage fluorescence; Potency, µM (doses to about 65.8 µM), inactives show at the top dose activity change, negative = inhibition, actives largely listed as inhibitors; actives 0.35% (n = 350,000);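 note: potency is the fitted concentration of half-maximal effect; plate controls were vehicle for no effect and reference inhibitor for full effect; nearly all actives have a fitted effect of over 55% in size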
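Enzyme (0.75 nM final) and test compound are incubated 15 min at room temperature before adding 50 nM quenched THF abasic-site duplex. Cleavage dequenches TAMRA, followed at 525/598 nm over three reads one minute apart.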
The depositor's hits bear a star; ? = inconclusive; . = not tested or not shown; & = joins results of further samples; [ ] = remark or other dose. Unless noted, calls come from the whole dose curve; as a rule, active = well fitted curve in the direction sought with a large enough effect; inconclusive = small, poorly fitted or top-dose-only effect, or another doubt; inactive = no such curve, though single readings can be large; an effect the other way counts as inactive or inconclusive.

molecule | Pol kappa inh | Apoferritin bind | POLH inh | BLM inh | Pol beta inh | Glioma ERSR ind | Pol iota inh | LDHA block | APEX1 inh
O=C1N(Cc2cccc(Cl)c2)C[C@@H]2C[C@@H](c3cccc4cccnc34)N3CCC[C@@]123 | -1% | -14% | -10% | 1% | 44% | -3% | 20% | 2 | 0%
CCOc1ccc(S(=O)(=O)NCCC(=O)NCc2ccco2)cc1 | 0% | -7% | -2% | -7% | 16% | -2% | -12% | -4 | 0%
Cn1c(-n2cccc2)c(-c2c(-c3ccc(F)cc3)[nH]c3c2c(=O)n(C)c(=O)n3C)c(=O)n(C)c1=O | -16% | 10% | -16% | -1% | -3% | -4% | 27% | 0 | .
Cc1ccc(S(=O)(=O)Nc2cccc(-c3ccc(N4CCC(C)CC4)nn3)c2)s1 | -21%[60.1 µM] | -11% | -14% | -6% | 2% | 0% | 5% | 2 | .
CCCn1c(N)c(N2CCCCC2)c(=O)n(CC(=O)Nc2ccc(OC(F)(F)F)cc2)c1=O | -6% | -7% | -12% | -3% | 14% | -3% | -8% | -4 | -3%
COc1ccccc1C(=O)OCCN=C1NS(=O)(=O)c2ccccc21 | 4% | -7% | -12% | -1% | -15% | -1% | -16% | -5 | 40%
CC1CCN(c2nc3ccccc3nc2C(C#N)C(=O)NC2CCCCC2)CC1 (centres undefined) | . | -4% | . | -5% | 0% | . | . | . | -2%
COc1cc(C)ccc1OCCSc1nc2ccc(NC(=O)c3ccco3)cc2s1 | -2% | 2% | -16% | -13% | -1% | -2% | 3% | 1 | .
O=C1CC(N(CCc2ccccc2)C(=S)Nc2ccccc2)C(=O)N1c1ccc(Br)cc1 (centres undefined) | -5% | -11% | -22% | -11% | -3% | 5% | -2% | -1 | -2%
O=C(Nc1ccccc1F)Nc1ccccc1Br | -3% | -6% | -8% | -1% | 8% | 7% | -39% | -8 | -2%
Cc1ccc(OCC(=O)Nc2ccc(CN3CCCCC3)cc2)c(C)c1 | -15% | -17% | 4% | -6% | -12% | -5% | 4% | -9 | -1%
CCn1c(SCC(=O)Nc2cccc(NC(C)=O)c2)nc2c([nH]c3ccccc32)c1=O | -12% | 2% | -9% | -7% | ? | -4% | ? | -4 | -10%
CCOC(=O)Cc1cnc(N)s1 | 4% | 1% | -11% | -8% | 8% | -1% | 19% | -2 | 4%
COc1cc(Cl)c(CN2CCC(CCC(=O)NC3CC3)CC2)cc1OC | 8% | 2% | -19% | 4% | 20% | -4% | 41%[activator] | -1 | -5%
O=C(COc1cccc(C(F)(F)F)c1)NCC(c1ccco1)N1CCCCC1 (centres undefined) | 4% | . | -21% | . | . | -1% | 35%[activator] | -3 | -5%
CC1=NCCN1CCNC(=O)Nc1ccc(C(C)(C)C)cc1 | 5% | -23% | -23% | -2% | 24% | -1% | 53%[activator] | -1 | 3%
O=C(NCc1cccnc1)c1cc(S(=O)(=O)N2CCCCC2)ccc1Cl | -8% | 4% | -4% | 2% | -2% | 5% | ? | 2 | 12%
Cc1cccc(CSCc2ccc(C(=O)NC3CCCC3)o2)c1 | -1% | -16% | -19% | -6% | -14% | -6% | 11% | 0 | 1%
COc1ccccc1CNc1ncnc2nc[nH]c12 | 5%&-9%&14% | -1% | -13% | 4% | 2% | -5%&-2%&-4% | -21%&5%&16% | 1&-4&1 | ?
C/C(CCN1CCc2nc(-c3ccccc3)c(-c3ccccc3)cc2C1)=N\O[C@@H](C)CN1CCCCc2nc(C)c(C)cc21 | . | -12%[15.3 µM] | . | 2%[12.4 µM] | . | -3% | . | . | 24%[12.4 µM]
Cc1sc2ncn(Cc3ccccc3F)c(=O)c2c1C | -3% | ? | -18% | -2% | -10% | -3% | 82%[activator] | 3 | -1%
COc1ccccc1NS(=O)(=O)c1cccc(C(=O)NC2CCN(Cc3ccccc3)CC2)c1 | 4% | . | -7% | . | . | -1% | -8% | -13 | -9%
O=C(NCCc1ccncc1)Nc1ccccc1Cl | -2% | -7% | -6% | -2% | -25% | -2% | 18% | -5 | 4%
COc1cccc2cc(-c3ccccc3)oc12 | -13% | . | -16% | . | . | 3% | -16% | -2 | .
O=C1Nc2ccc(NS(=O)(=O)c3cccs3)c3cccc1c23 | -17% | -6% | -1% | 2% | 0% | 3% | 16% | 26 | -5%
CCOC(=O)c1ccccc1NC(=S)N1CCN(C(=O)c2ccco2)CC1 | -9% | 2% | -7% | -2% | 6% | -4% | -6% | -4 | -25%
CCOc1ccc(NC(=O)CSc2nc3ccsc3c(=O)n2C(C)CC)cc1 (centres undefined) | 1%[60.1 µM] | -16% | -4% | -1% | -1% | -1% | -3% | -1 | .
O=c1[nH]c(=S)[nH]c2nc(-c3ccccc3)cnc12 | 5% | . | -17% | . | . | 1% | 8% | 3 | .
Cc1ccccc1C(C)NC(=O)COC(=O)Cn1cc(C(F)(F)F)ccc1=O (centres undefined) | -18% | . | -2% | . | . | 3% | ? | -2 | 18%
COc1ccc(NC2=CC(c3ccc(OC)cc3)N(c3ccc(OC)cc3)C2=O)cc1 (centres undefined) | -7% | -16% | -21% | -12% | -14% | -4% | 13% | 0 | 0%
COc1cc(/C=N/NC(=O)c2cccc3ccccc23)cc(OC)c1OC | 1% | -8% | -19% | -1% | 6% | -4% | 9% | -2 | -14%
COc1ccc(CCNC(=O)C(=O)NCC2CCCN2S(=O)(=O)c2cc(C)ccc2C)cc1 (centres undefined) | -6% | . | -19% | . | . | -6% | 6% | -6 | -6%
CCC(=O)NC1=C(C#N)C2(CCCC2)Cc2ccccc21 | -2% | -14% | -11% | -1% | 17% | -3% | 19% | -6 | 3%
CC(=O)N1CCN(C(=S)c2ccc(-c3ccc(Cl)cc3)o2)CC1 | 0% | -21% | -13% | -2% | 0% | -2% | 0% | 8 | -3%
O=C1/C(=C/N(C(=O)c2ccco2)c2ccc(Cl)cc2)Sc2ccccc21 | -17% | 9% | ? | -7% | 27% | -6% | 32%[activator] | -12 | -1%
COc1ccc(-c2noc(CCC(=O)NCc3ccc(OC)cc3OC)n2)cc1 | -22% | 7% | -16% | 2% | 0% | 3% | 9% | -3 | .
CC(C)C[C@H](NC(=O)c1nc[nH]c1C(=O)N1CCc2ccccc2C1)C(=O)OC(C)(C)C | -2% | -7% | -22% | -18% | -1% | -5% | 41%[activator] | 1 | 22%
Cc1ccc(NC(=O)Cn2c(=O)n(-c3ccc(C)cc3)c(=O)c3ccc(C(=O)NCc4ccccc4Cl)cc32)cc1 | 6% | -12% | 5% | 1% | 31% | 19% | -10% | -1 | .
O=C(O)CCn1cc(/C=C/C(=O)c2ccc(Cl)cc2)c(-c2cccc(Br)c2)n1 | -4% | -6% | 56µM* | -15% | ? | ? | ? | -9 | -10%
COc1ccc(CC(=O)OCC(=O)Nc2ccc(F)cc2)cc1 | -4% | . | -12% | . | . | 1% | 20% | -1 | 1%
CCOc1ccc2nc(NC(=O)NC3CCCCC3)sc2c1 | -2% | -7% | 7% | -14% | 0% | 7% | 103%[activator] | -7 | 5%
CCOC(=O)c1ccc(NC(=O)C(C)Sc2nc(O)c(-c3ccccc3)c(=O)[nH]2)cc1 (centres undefined) | -5% | -2% | -26% | -2% | 0% | -6% | 54%[activator] | -8 | 14%
O=C(Cc1ccccc1[N+](=O)[O-])NCc1ccco1 | -10% | -3% | -11% | -2% | -22% | 5% | 55%[activator] | -4 | -15%
CSCc1nnc(NC(=O)c2ccc(S(=O)(=O)N(C)C)cc2)o1 | -4%[60.1 µM] | -5% | 8% | 0% | 21% | 0% | ? | -4 | -2%
CCOc1cc(/C=C2/C(=O)NN(c3cccc(Cl)c3)C2=O)ccc1O | -23% | -18% | -25% | -6% | -1% | 16% | ? | 0 | 19%
Cc1cc(N/C(=N\S(=O)(=O)c2ccc(F)cc2F)c2ccccc2)no1 | -6% | -13% | -4% | -13% | 25% | -3% | 33%[activator] | -3 | 14%
CC(=O)c1cc(CN2CCN(CCC(C)C)C(CCO)C2)cs1 (centres undefined) | -1% | 3% | -15% | -6% | ? | -5% | -4% | -3 | 1%
COC(=O)COc1cccc2c(=O)n(CC(=O)NCCc3ccc(OC)c(OC)c3)ccc12 | 7% | 15% | -10% | 1% | 0% | -1% | 21% | -3 | 1%

Compound profiles, from the list above:
`CCOC(=O)c1ccc(NC(=O)C(C)Sc2nc(O)c(-c3ccccc3)c(=O)[nH]2)cc1` (centres undefined) as listed: Pol kappa inh = -5%; Apoferritin bind = -2%; POLH inh = -26%; BLM inh = -2%; Pol beta inh = 0%; Glioma ERSR ind = -6%; Pol iota inh = 54%[activator]; LDHA block = -8; APEX1 inh = 14%
`COc1ccc(CC(=O)OCC(=O)Nc2ccc(F)cc2)cc1` as listed: Pol kappa inh = -4%; Apoferritin bind = .; POLH inh = -12%; BLM inh = .; Pol beta inh = .; Glioma ERSR ind = 1%; Pol iota inh = 20%; LDHA block = -1; APEX1 inh = 1%

Further entries:
molecule | Pol kappa inh | Apoferritin bind | POLH inh | BLM inh | Pol beta inh | Glioma ERSR ind | Pol iota inh | LDHA block | APEX1 inh
CCc1ccc(CN2CCC(n3nccc3NC(=O)c3ccc4c(c3)OCO4)CC2)cc1 | -3% | -6% | 3% | 2% | 17% | -5% | 18% | -5 | -3%
CCc1cc(C(=O)Cc2ccc(F)cc2)c(O)cc1O | -5% | -9% | -11% | -3% | 11% | -3% | -2% | -1 | 12%
COc1ccc(-c2nnc(SC)n2C)cc1 | -11% | -11% | -6% | -1% | 16% | -2% | -1% | -1 | -1%
Cc1c(C2=CCN(S(=O)(=O)c3ccc(Br)cc3)CC2)c2ccccc2n1CC(=O)N1CCCC1 | -3% | -4% | 3% | -5% | 25% | -1% | 22% | 7 | .
COc1ccccc1/C=C/C(=O)N1CCc2cc(OC)c(OC)cc2C1C (centres undefined) | -9% | ? | -17% | -8% | -9% | -4% | 4% | 0 | -19%
COc1ccc(NC(=O)CSc2nnnn2C2CCCC2)c(OC)c1 | -21% | -9% | -17% | -5% | 56% | -4% | 3% | -6 | -11%
O=C(CSc1nnc(CNC(=O)c2ccccc2)o1)NCCc1ccccc1 | -12% | 0% | -3% | -2% | 2% | -7% | 35%[activator] | -5 | -10%

The list is partial; rates above refer to the full screens.
